# EPAC1 agonist: activates human EPAC1 exchange factor | O95398 | actives 0.073% (n = 360,000) | EPAC1 agonist qHTS, biochemical assay; response scale: 100% = response to 6.5 mM cAMP | Potency, µM (series often up to 154 µM), for the others: top-dose activation, most hits filed as activators; note: potency is the fitted concentration of half-maximal effect; nearly all actives have a fitted effect of over 60% in size
#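 Read-out is the fluorescence drop as BODIPY-GDP leaves Rap1B (480 nm excitation, 540 nm emission), recorded every 5 minutes over 30 minutes. Reactions held 100 nM EPAC1, 250 nM Rap1B–BODIPY-GDP and 50 uM GDP, with 6.5 mM cAMP setting full activation.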
# EPAC2 ag: agonists of human EPAC2 (RAPGEF4). AID 720711. EPAC2 activation, biochemical qHTS; response scale: 100% = 6.5 mM cAMP response. actives 0.079% (n = 360,000). Potency, µM (titrated, usually from 154 µM), inactives show top-dose activation, hits mostly activators; note: potency is the fitted concentration of half-maximal effect; nearly all actives have a fitted effect of over 50% in size
#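 Exchange assay: 100 nM EPAC2 with 250 nM Rap1B-BODIPY-GDP and 50 uM GDP. Fluorescence (ex 480/em 540 nm) read every 5 min for 30 min at room temperature. Data normalized to 6.5 mM cAMP as agonist control.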
# EPAC1 antagonist: antagonists of human EPAC1 | EPAC1 GEF assay, Rap1b-BODIPY-GDP exchange fluorescence | Potency, µM (top dose mostly 115 µM), without a hit: at the top dose activity change, negative = inhibition, most hits filed as inhibitors | actives 0.14% (n = 360,000) | AID 720709;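 note: potency is the fitted concentration of half-maximal effect; plate controls were vehicle for no effect and positive control for full effect; nearly all actives have a fitted effect of over 50% in size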
# PLK1 PBD block: blocks phosphopeptide binding to human PLK1 polo-box domain; Plk1 PBD binding of FITC phosphopeptide, fluorescence polarization; Potency, µM, without a hit: max response, negative = inhibition, usual class: inhibitors; actives 2.8% (n = 360,000); note: potency is the fitted concentration of half-maximal effect; series mostly up to about 57 µM; % is set by controls: 0 for no effect and ±100 for the full control effect; nearly all actives have a fitted effect of over 65% in size
# Target sequence (P53350 whole entry, looked up, the tested form may be a part): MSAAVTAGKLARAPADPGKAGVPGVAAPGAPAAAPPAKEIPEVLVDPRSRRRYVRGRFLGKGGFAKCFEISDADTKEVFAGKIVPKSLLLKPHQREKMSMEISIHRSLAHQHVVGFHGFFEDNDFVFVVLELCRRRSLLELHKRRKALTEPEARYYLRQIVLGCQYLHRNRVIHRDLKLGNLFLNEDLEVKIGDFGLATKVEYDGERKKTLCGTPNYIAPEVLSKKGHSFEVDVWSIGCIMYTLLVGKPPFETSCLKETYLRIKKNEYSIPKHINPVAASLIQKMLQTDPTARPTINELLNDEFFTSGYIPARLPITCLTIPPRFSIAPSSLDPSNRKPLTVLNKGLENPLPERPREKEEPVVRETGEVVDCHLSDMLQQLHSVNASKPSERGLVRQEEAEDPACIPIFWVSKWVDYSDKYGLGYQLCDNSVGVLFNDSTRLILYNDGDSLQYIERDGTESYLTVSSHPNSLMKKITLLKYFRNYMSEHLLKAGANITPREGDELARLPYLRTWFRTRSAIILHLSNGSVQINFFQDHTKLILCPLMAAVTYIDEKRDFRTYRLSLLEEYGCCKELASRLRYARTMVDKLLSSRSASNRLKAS
# CCT modulator: changes cytosolic chaperonin activity. purified chaperonin ATPase assay, HTRF ADP detection, 30 min. activity change, % (concentration not given with the values), hits read low. actives 0.3% (n = 360,000). AID 651819; in the data active = activity change below about -30%; note: % is set by controls: 0 for no effect and ±100 for the full control effect
#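 Nucleotide hydrolysis assay: TRiC at 20–40 nM final (set by batch activity) with 10 uM ATP, 30 min at 37 °C, in presence of 76 uM compound. Detection by competitive ADP HTRF, 30 min ambient.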
# IL2 activator: IL-2 activation | IL-2 activation reporter assay, cell-based qHTS; stimulated with anti-CD3/CD4/CD28 beads; in transgenic mouse T cells | activation, % (series mostly up to about 46 µM) | actives 0.065% (n = 360,000); in the data active = activation above about 50%; inconclusive = mostly about 30% to 49%; note: 0% is about no effect
#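 EGFP and DsRed fluorescence is measured by plate cytometry in unstimulated transgenic mouse T cells exposed to compound for 60 minutes, then stimulated 18 hours at 37 degrees C with anti-CD3/anti-CD4 beads plus anti-CD28.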
# PI5P4K alpha inh: blocks human PI5P4K alpha kinase activity. max response, %. P48426. actives 1.2% (n = 330,000). PI5P4Kalpha enzyme, ADP-Glo luminescence, 60 min; stronger effect = lower value; active = max response of -50% or lower; inconclusive = between -30% and -50%; inactive = -30% or higher; note: value at the top dose of about 77 µM; % is set by controls: 0 for no effect and ±100 for the full control effect
# Target sequence (P48426 whole entry, looked up): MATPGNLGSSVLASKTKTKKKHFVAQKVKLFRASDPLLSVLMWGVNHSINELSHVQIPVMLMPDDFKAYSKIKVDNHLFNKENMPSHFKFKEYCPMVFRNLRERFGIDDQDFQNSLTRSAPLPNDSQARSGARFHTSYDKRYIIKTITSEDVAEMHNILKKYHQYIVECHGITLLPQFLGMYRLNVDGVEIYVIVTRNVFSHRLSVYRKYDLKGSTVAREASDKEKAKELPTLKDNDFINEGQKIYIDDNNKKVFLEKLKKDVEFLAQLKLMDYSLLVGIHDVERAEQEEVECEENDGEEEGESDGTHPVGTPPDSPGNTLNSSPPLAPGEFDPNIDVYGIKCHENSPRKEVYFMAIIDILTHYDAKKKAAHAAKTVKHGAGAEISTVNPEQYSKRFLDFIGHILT
#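 qHTS, 1536-well: enzyme/substrate mix, compound by pin tool, 5 microM ATP final; RT 60 min; ADP-Glo reagents 1 (45 min) then 2 (30 min); luminescence.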
# WRN inhibitor: blocks human WRN helicase | Q14191 | WRN helicase unwinding, fluorescent forked duplex, kinetic | Potency, µM (titrated, usually from 114 µM), for the others: top-dose activity change, negative = inhibition, most hits filed as inhibitors | actives 0.46% (n = 360,000) | AID 651768; note: potency is the fitted concentration of half-maximal effect; % is set by controls: 0 for no effect and ±100 for the full control effect; nearly all actives have a fitted effect of over 55% in size
#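 Screening of the MLSMR collection measured strand separation of a quenched forked DNA duplex (100 nM) by 20 nM WRN with 2 mM ATP, all final. Compounds were preincubated with enzyme 15 min at room temperature.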
# Active calls of the source: *; ? = inconclusive; · = not tested or not shown; [ ] = another dose, or the depositor's remark. Unless noted, calls come from the whole dose curve; as a rule, active = well fitted curve in the direction sought with a large enough effect; inconclusive = small, poorly fitted or top-dose-only effect, or another doubt; inactive = no such curve, though single readings can be large; an effect the other way counts as inactive or inconclusive. A portion of the library; the hit share may differ from the screen's.
# The first 10 compounds, to show the layout:
entry | molecule | EPAC1 agonist | EPAC2 ag | EPAC1 antagonist | PLK1 PBD block
1 | O=C(CN1C(=O)C2CC=CCC2C1=O)OCC(=O)c1ccc(Cl)c([N+](=O)[O-])c1 (stereo unspecified) | 3% | 6% | -3% | -5%
2 | O/N=C\c1ccccc1Oc1ccc(F)cc1 | -3% | 3% | -1% | -6%
3 | Cc1nnc(NC(=O)c2ccc3ccccc3n2)s1 | 16% | 1% | 8% | -5%
4 | Cc1ccc(S(=O)(=O)NCc2ccccc2)cc1C(=O)N1CC(C)CC(C)C1 (stereo unspecified) | -9% | 1% | -8% | 0%
5 | CC(=O)c1cccc(NC(=O)CSc2nnc(-c3ccc(S(=O)(=O)N4CCCC4)cc3)o2)c1 | -3% | 4% | 4% | -3%
6 | CC(C)(C)C(O)C(Cc1ccccc1Cl)n1cncn1 (stereo unspecified) | -9% | 5% | -3% | -6%
7 | CCC(=O)c1c[nH]c(C(=O)NCCc2ccccn2)c1 | 10% | 8% | 3% | -1%
8 | CSc1ccccc1C(=O)NCCOc1ccccc1C | -1% | 2% | 2% | 1%
9 | Cc1ccc(C(=O)Nc2cccc(-c3cn4ccccc4n3)c2)cc1 | 9% | 2% | -20% | 8%
10 | CCCOc1ccc(Cn2c(C)nc([N+](=O)[O-])c2SCC(O)COC)cc1[N+](=O)[O-] (stereo unspecified) | -3% | 11% | -1% | -24%

entry | CCT modulator | IL2 activator | PI5P4K alpha inh | WRN inhibitor
1 | 2.3 | -4.3 | -28 | 0%
2 | -1.9 | -2.4 | 9 | -4%
3 | 1.0 | -0.2 | 8 | -3%
4 | 1.9 | 1.1 | 3 | 9%
5 | -0.8 | 1.7 | · | 3%
6 | -0.9 | 0.3 | 7 | 6%
7 | -1.2 | -0.3 | 0 | 4%
8 | -1.6 | 1.6 | 1 | 0%
9 | -0.9 | 0.1 | -1 | -6%
10 | -2.0 | -1.4 | -1 | 3%

# Results, repeating the preview:
entry | molecule | EPAC1 agonist | EPAC2 ag | EPAC1 antagonist | PLK1 PBD block
1 | O=C(CN1C(=O)C2CC=CCC2C1=O)OCC(=O)c1ccc(Cl)c([N+](=O)[O-])c1 (stereo unspecified) | 3% | 6% | -3% | -5%
2 | O/N=C\c1ccccc1Oc1ccc(F)cc1 | -3% | 3% | -1% | -6%
3 | Cc1nnc(NC(=O)c2ccc3ccccc3n2)s1 | 16% | 1% | 8% | -5%
4 | Cc1ccc(S(=O)(=O)NCc2ccccc2)cc1C(=O)N1CC(C)CC(C)C1 (stereo unspecified) | -9% | 1% | -8% | 0%
5 | CC(=O)c1cccc(NC(=O)CSc2nnc(-c3ccc(S(=O)(=O)N4CCCC4)cc3)o2)c1 | -3% | 4% | 4% | -3%
6 | CC(C)(C)C(O)C(Cc1ccccc1Cl)n1cncn1 (stereo unspecified) | -9% | 5% | -3% | -6%
7 | CCC(=O)c1c[nH]c(C(=O)NCCc2ccccn2)c1 | 10% | 8% | 3% | -1%
8 | CSc1ccccc1C(=O)NCCOc1ccccc1C | -1% | 2% | 2% | 1%

entry | CCT modulator | IL2 activator | PI5P4K alpha inh | WRN inhibitor
1 | 2.3 | -4.3 | -28 | 0%
2 | -1.9 | -2.4 | 9 | -4%
3 | 1.0 | -0.2 | 8 | -3%
4 | 1.9 | 1.1 | 3 | 9%
5 | -0.8 | 1.7 | · | 3%
6 | -0.9 | 0.3 | 7 | 6%
7 | -1.2 | -0.3 | 0 | 4%
8 | -1.6 | 1.6 | 1 | 0%

# Continuation:
entry | molecule | EPAC1 agonist | EPAC2 ag | EPAC1 antagonist | PLK1 PBD block
9 | Cc1ccc(C(=O)Nc2cccc(-c3cn4ccccc4n3)c2)cc1 | 9% | 2% | -20% | 8%
10 | CCCOc1ccc(Cn2c(C)nc([N+](=O)[O-])c2SCC(O)COC)cc1[N+](=O)[O-] (stereo unspecified) | -3% | 11% | -1% | -24%
11 | COc1ccccc1C(=O)Nc1cccc(C(=O)N2CCOCC2)c1 | -4% | 6% | 20% | 1%
12 | Cc1cc(NC(=O)CSc2nnc(-c3ccco3)n2N)no1 | 0% | 0% | -18% | -4%
13 | Cc1cccc(NC(=O)CN2C(=O)S/C(=C\c3ccccn3)C2=O)c1 | -6% | -1% | -9% | 1%
14 | Cc1[nH]c(=O)[nH]c(=O)c1/C=N/NC(=O)[C@@H](N)CC(C)C | -4% | -2% | 13% | -16%
15 | Clc1ccc(Nc2nc3ccccc3n3nnnc23)cc1 | 1% | 0% | 8% | -5%
16 | Cc1ccc2c(c1)C(c1ccncc1)=NNC(c1cccnc1)=N2 | -1% | 4% | -5% | 3%

entry | CCT modulator | IL2 activator | PI5P4K alpha inh | WRN inhibitor
9 | -0.9 | 0.1 | -1 | -6%
10 | -2.0 | -1.4 | -1 | 3%
11 | 4.0 | -4.1 | 1 | -23%
12 | -3.1 | 3.9 | -9 | 5%
13 | -1.6 | -0.8 | 1 | 2%
14 | 1.3 | -0.6 | -27 | -7%
15 | -1.4 | -1.8 | · | -1%
16 | -3.6 | 0.3 | 7 | 1%

# Going on with the list.
entry | molecule | EPAC1 agonist | EPAC2 ag | EPAC1 antagonist | PLK1 PBD block
17 | COc1ccccc1N1CCN(CCCNC(=O)Nc2ccccc2)CC1 | 9% | 16% | -18% | -8%
18 | Cc1ccc(Br)c(NS(=O)(=O)c2cccc(C(=O)N3CCNC(=O)C3)c2)c1 | -11% | -1% | -7% | -1%
19 | O=C(O)C[C@H]1c2cc(C(F)(F)F)ccc2S(=O)(=O)N1Cc1ccccc1 | 1% | 17% | -2% | -8%
20 | COc1ccccc1N1CCN(CC(=O)Nc2ccc(-n3cnnn3)cc2)CC1 | 6% | -1% | -16% | -11%
21 | FC(F)(F)c1ccccc1/C=N/N1CCN(Cc2ccccc2)CC1 | -10% | -3% | -15% | 1%
22 | CS(=O)(=O)Nc1cccc(NC(=O)c2ccc(-n3ccnc3)c3ccoc23)c1 | -19% | 11% | -14% | -6%
23 | CCOC(=O)CSc1nnc(-c2ccncc2)o1 | 12% | 15% | -14% | -13%
24 | N#Cc1c(SCC(N)=O)nc2c(c1-c1ccc(O)cc1)CCCC2 | 1% | -3% | 7% | -6%

entry | CCT modulator | IL2 activator | PI5P4K alpha inh | WRN inhibitor
17 | -0.6 | 2.0 | -2 | -23%
18 | -4.7 | -2.2 | 2 | ?
19 | 2.3 | 1.9 | -3 | -31%
20 | -3.6 | 0.0 | -5 | -5%
21 | 2.8 | 0.6 | 17 | -15%
22 | -4.2 | -0.2 | -10 | -10%
23 | -0.5 | -0.7 | 1 | 4%
24 | -2.7 | -1.0 | · | -2%

# (listing goes on)
entry | molecule | EPAC1 agonist | EPAC2 ag | EPAC1 antagonist | PLK1 PBD block
25 | C=CCNc1ccc(C(=O)O)cc1 | -2% | 4% | -4% | -8%
26 | Cc1ccccc1C([O-])=Nc1ccc[n+](-c2nc3ccccc3nc2NS(=O)(=O)c2ccccc2)c1 | 7% | 11% | 8% | -1%
27 | Cc1cc(C)c(C#N)c(SCC(=O)N(CCC#N)c2ccc3c(c2)OCCO3)n1 | 8% | 4% | 7% | -3%
28 | COc1ccc(C)cc1S(=O)(=O)N(CC(N)=O)Cc1ccccc1 | 1% | 12% | -18% | -7%
29 | CC1CCc2sc(C(=O)NCC3CCCO3)cc2C1 (stereo unspecified) | 4% | 0% | -1% | 5%
30 | COc1ccc(/C=C/C(=O)c2cc3c(cc2N)OCO3)cc1 | -1% | 24% | -3% | 3%
31 | COc1ccc(/C=C(\C#N)C(=O)N2CCOCC2)cc1Br | 5% | 7% | 0% | -17%
32 | COc1ccc(NC(=O)CSCC(=O)Nc2ccccc2C(=O)N2CCCCC2)cc1 | 1% | -1% | 2% | 2%

entry | CCT modulator | IL2 activator | PI5P4K alpha inh | WRN inhibitor
25 | -1.2 | -2.1 | -6 | 8%
26 | -1.9 | 1.1 | 7 | -7%
27 | -0.1 | -2.9 | -7 | 15%
28 | -0.4 | -2.3 | 5 | -18%
29 | 1.6 | 1.0 | -5 | 3%
30 | -3.0 | 0.7 | 11 | -9%
31 | -0.4 | -3.5 | -9 | 5%
32 | -0.3 | 3.6 | -5 | 4%

# Next entries follow:
entry | molecule | EPAC1 agonist | EPAC2 ag | EPAC1 antagonist | PLK1 PBD block
33 | O=c1[nH]c2ccccc2n1C1CCN(CCOc2ccccc2)CC1 | -8% | 3% | 17% | 0%
34 | Cc1cccc(C)c1Cn1c(C)c(C(=O)NCc2ccc(C#N)cc2)sc1=O | -6% | 5% | -3% | -6%
35 | N#C/C(C(=O)Nc1ccc(Cl)cc1)=C(/S)Nc1ccccc1 | -16% | 5% | -12% | 3.4µM*
36 | CCOc1ccc(OCCSc2nc3ccccc3n2CC(=O)O)cc1 | 3% | -2% | -21% | -2%
37 | COc1ccc(CNC(=O)CCNS(=O)(=O)c2ccc(NC(C)=O)cc2)cc1OC | -1% | 2% | -21% | -2%
38 | CN(C)S(=O)(=O)c1cccc(NC(=O)c2ccc(N3CCOCC3)c([N+](=O)[O-])c2)c1 | -3% | 5% | -2% | -4%
39 | CN1OC[C@@H]2CN(C(=O)CCc3ccccc3)[C@H](c3ccccc3Br)C[C@@H]21 | 2% | 8% | 10% | -8%
40 | Clc1ccc2nc(COc3ccccc3)[nH]c2c1 | 6% | 5% | -10% | -10%

entry | CCT modulator | IL2 activator | PI5P4K alpha inh | WRN inhibitor
33 | -0.4 | -4.3 | 0 | 3%
34 | 0.3 | -0.7 | -2 | -11%[57.1 µM]
35 | 0.0 | -3.4 | -87* | 6%
36 | 0.4 | 1.1 | 0 | 3%
37 | -0.7 | 1.4 | 0 | -5%
38 | -2.3 | -3.8 | -2 | -4%
39 | 0.4 | 0.0 | 1 | 7%
40 | 0.8 | -2.0 | -1 | 2%

# (continued)
entry | molecule | EPAC1 agonist | EPAC2 ag | EPAC1 antagonist | PLK1 PBD block
41 | CCC(=O)Oc1ccc(NC(=O)c2ccco2)cc1 | -9% | -2% | -18% | -10%
42 | Cc1ccc(NC(=O)Nc2cccc([N+](=O)[O-])c2)cc1F | 0% | 5% | -13% | -12%
43 | COc1ccc(NC(=O)CSc2nc(O)cc(=O)n2-c2ccccc2)cc1 | 3% | 0% | ? | -6%
44 | COc1cc(/C=N/O)cc(Br)c1OCc1cccc(Cl)c1 | 22% | -23% | -6% | 3%
45 | C#CCN(C[C@@H]1[C@@H](OC(=O)NCc2ccco2)[C@@H](OC(=O)NCc2ccco2)Cn2c(=O)ccc(=O)n21)S(=O)(=O)c1ccc(C)cc1 | -1% | 1% | -12% | -25%

entry | CCT modulator | IL2 activator | PI5P4K alpha inh | WRN inhibitor
41 | 2.2 | 1.1 | 6 | -11%
42 | -1.9 | -5.4 | 1 | -4%
43 | -0.8 | -1.7 | -6 | 3%[11.6 µM]
44 | 1.5 | -2.7 | 40 | -26%
45 | -0.7 | -3.2 | 1 | -10%
